# Screening data from PubChem.
# All columns: NCI-60 one-dose screen, growth in % after 48 h at 10 µM unless noted; 100 = growth as untreated, 0 = no growth, -100 = all killed.
# EKVX = EKVX NSCLC; 3% of 71,000 active
# HOP-92 = HOP-92 NSCLC cells. 6.3% of 71,000 active. AID 1794738
# M14 = M14 melanoma | 6.2% of 80,000 active | AID 1794745
# HOP-62 = HOP-62 NSCLC; 3.9% of 80,000 active; AID 1794735
# LOX IMVI = LOX IMVI melanoma. AID 1794757. 7.4% of 79,000 active
# SK-MEL-5 = SK-MEL-5 melanoma; AID 1794755; 6.4% of 80,000 active
# A549/ATCC = A549/ATCC NSCLC | 3.7% of 81,000 active | AID 1794740
# CCRF-CEM = CCRF-CEM leukemia | 7% of 77,000 active | AID 1794778
# * hit, by the source's call; . = no result given; & = joins results of further samples; ! = a repeat was not active. How the source made its calls: active means growth percent below 10; inactive means the rest.
item	molecule	EKVX	HOP-92	M14	HOP-62
1	NC(=O)c1cccc(-n2ccc3cc(NC(=O)c4ccc(Cl)c(C(F)(F)F)c4)ccc32)n1	93	93	82	101
2	COC(=O)c1[nH]c(=O)c(C#N)c(C(=O)OC)c1C(=O)/C=C/c1ccccc1	80	95	85	103
3	CCN1CCN(Cc2ccc(NC(=O)Nc3ccc(-n4ccc5c(NC(=O)c6ccccc6)nccc54)cc3)cc2C(F)(F)F)CC1	87	.	-65*	-78*
4	CC(=O)Nc1ccc(Br)cc1	92	83&100	105	99&114
5	N#Cc1c(-c2cccc(F)c2)cc(-c2ccc(Br)s2)[nH]c1=O	89	43	40	72
6	C/C(=N\N(Cc1ccccc1)c1ccccc1)c1ccccc1	97	86	105	108
7	CC(=O)Nc1ccc(Cl)cc1Cl	90	107	102	110
8	CCCCCCCCc1cccc(C(=O)Nc2ccc(C)cc2C(=O)O)c1	93	89	96	101
9	COc1ccc(/C=N/Nc2cc(=O)[nH]c3ccccc23)cc1	107	88	88	89
10	Cc1cc(N(C)c2ccccc2)nc(N)n1	107	77	98	96

item	LOX IMVI	SK-MEL-5	A549/ATCC	CCRF-CEM
1	75	65	84	56
2	78	90	97	82
3	-85*	-98*	-63*	.
4	95&100	101&102	97&99	117&101
5	62	69	59	91
6	93	97	90	93
7	94	96	95	145
8	99	95	92	76
9	101	99	95	98
10	96	107	89	96

# More compounds follow:
item	molecule	EKVX	HOP-92	M14	HOP-62
11	N#Cc1c(-c2ccccc2)nc2n[nH]c(N)c2c1N	92	89	95	88
12	Oc1ccc(NCc2ccc(Oc3ncnc4ccccc34)cc2)cc1	85	99	89	103
13	O=C1/C(=C/c2cccc([N+](=O)[O-])c2)Oc2ccc(O)cc21	99	86	99	99
14	CC1=NN(c2ccc(S(=O)(=O)O)cc2)C(=O)/C1=C/c1ccc(Cl)cc1	103	.	101	95
15	CSc1nnnn1-c1ccccc1	108	.	97	106
16	COC(=O)c1ccccc1	110	85	102	102
17	CC(=O)C(C)C(=O)c1cc(C)c(Br)s1 (stereo not drawn)	.	80	96	93
18	O=C(Nc1ccc(Oc2cccc(Cl)c2)c(Cl)c1)c1ccnnc1	71	94	85	93
19	Cc1ccc2sc(-c3ccc(NC(=O)CNc4nnc(-c5cccnc5SCc5ccccc5)s4)cc3)nc2c1	89	.	98	75
20	O=C(/C=C/c1cccc(Br)c1)c1cccc(OCCCCOc2cccc(C(=O)/C=C/c3cccc(Br)c3)c2)c1	101	115	94	107

item	LOX IMVI	SK-MEL-5	A549/ATCC	CCRF-CEM
11	95	94	92	95
12	62	75	86	32
13	96	95	94	84
14	95	106	103	84
15	100	109	102	94
16	106	104	99	95
17	96	100	103	94
18	86	71	67	66
19	88	97	86	60
20	97	99	99	105

# (next part)
item	molecule	EKVX	HOP-92	M14	HOP-62
21	COC(=O)c1ccc2[nH]c(O)c(C(=Nc3ccc(N(C)C(=O)CN4CCN(C)CC4)cc3)c3ccccc3)c2c1	54	60	11	26
22	COc1ccc(/C=C2\Oc3cc(O)ccc3C2=O)cc1	93	102	87	100
23	CN(C)c1ccc(C2C3CC4CCCCC4N3[C@@]3(C(=O)Nc4cc(Cl)ccc43)C2C(=O)c2nc3ccccc3[nH]2)cc1 (stereo partly drawn)	66	91	60	85
24	COc1cc2nc(Cl)nc(Nc3cccc(C(=O)/C=C/c4ccc(F)cc4)c3)c2cc1OC	71	75	62	86
25	COCCCNc1ncnc2c1cnn2C	95	100	110	104
26	CCCOS(=O)(=O)c1ccccc1	110	76	115	85
27	COc1ccc(-c2ccn(S(=O)(=O)c3ccc(OC)cc3)n2)cc1	.	39	74	101
28	O=C(CNc1nc(-c2cccc([N+](=O)[O-])c2)cs1)Nc1cccc(Cl)c1	89	104	.	97
29	Cc1cccc(C(=O)N2C(=O)[C@@]3(c4ccccc42)[C@@H](c2ccc(F)cc2)[C@H](C(=O)c2ccc(O)cc2)[C@@H]2CCCN23)c1	83	50	81	104
30	CCOC(=O)C(NC(N)=O)C(=O)OCC	.	119	113	103

item	LOX IMVI	SK-MEL-5	A549/ATCC	CCRF-CEM
21	16	38	39	11
22	100	100	100	102
23	73	82	67	62
24	.	73	70	16
25	95	102	95	100
26	103	112	111	6.5*
27	89	80	88	71
28	115	103	108	103
29	.	88	85	43
30	102	106	84	103

# Additional records:
item	molecule	EKVX	HOP-92	M14	HOP-62
31	CCCCCCSCCCCCC	99	100	102	.
32	CN([N-]C(=O)CC(=O)[N-]N(C)C(=S)c1ccccc1)C(=S)c1ccccc1.[Cu+2]	.	.	-58*	-99*
33	CCC(C)C(N)C1=NC(C(=O)NC(CC(C)C)C(=O)NC(CCC(=O)O)C(=O)NC(C(=O)NC2CCCCNC(=O)C(CC(N)=O)NC(=O)C(CC(=O)O)NC(=O)C(Cc3cnc[nH]3)NC(=O)C(Cc3ccccc3)NC(=O)C(C(C)CC)NC(=O)C(CCCN)NC2=O)C(C)CC)CS1 (stereo not drawn)	110	88	110	97
34	C#C[C@]1(O)CC[C@H]2[C@@H]3CC=C4c5sc(-c6ccccc6C)nc5CC[C@]4(C)[C@H]3CC[C@@]21C	93	87	81	102
35	C/C=C(\C)C(=O)N[C@H]1[C@@H](OC(C)=O)C[C@]2(C)C3CC[C@@]4(C)C(CC[C@@H]4C(C)N(C)C)C3CCC2[C@H]1O (stereo partly drawn)	63	71	-33*	92
36	Clc1ccc(Oc2nc3c(Cl)cccc3s2)cc1Cl	75	82	91	81
37	CCOC(=O)c1sc2ncnc(Nc3ccc(OCc4cccc(F)c4)c(Cl)c3)c2c1C	105	85	106	99
38	COc1ccc(N2CCN(c3ncnc4sc5c(c34)CCN(C(=O)OC(C)(C)C)C5)CC2)cc1	94	88	104	97
39	COc1ccccc1/C=C/c1cccc(NC(=S)NCCCCN(C)C)c1	-92*	-61*	-74*	-51*
40	O=C(OCC1OC(n2cnc3c(=S)nc[nH]c32)C(OC(=O)c2ccc([N+](=O)[O-])cc2)C1OC(=O)c1ccc([N+](=O)[O-])cc1)c1ccc([N+](=O)[O-])cc1 (stereo not drawn)	111	90	97	93

item	LOX IMVI	SK-MEL-5	A549/ATCC	CCRF-CEM
31	98	100	99	109
32	-93*	-95*	-55*	-20*
33	93	.	97	104
34	79	100	92	87
35	17	6.0*	79	40
36	74	93	88	114
37	96	103	92	102
38	100	99	87	96
39	-98*	-97*	-52*	-39*
40	102	105	109	95

# Carrying on:
item	molecule	EKVX	HOP-92	M14	HOP-62
41	Cc1cc2c(cc1C)N(C(=O)CCl)CCN2C(=O)CCl	-23*	-73*	-12*	-47*
42	Cn1c2c(c3ccc(Cl)c(Cl)c31)C(C#N)C(C)(C)NC2=O (stereo not drawn)	85	73	90	91
43	CCCc1nn(-c2ccccc2)c2c1C(c1cc3c(cc1[N+](=O)[O-])OCO3)C(C#N)=C(N)O2 (stereo not drawn)	99	97	106	110
44	CCOC(=O)c1cnn2c1NC(c1ccc(F)cc1)C2 (stereo not drawn)	.	107	101	94
45	COC(=O)C[C@@H]1CC=CC(=O)/C1=C(O)/C=C/c1ccccc1	-31*	.	-70*	-43*
46	COc1ccc(CCNC(=O)C(O)[C@H](Cc2ccccc2)NC(=O)c2oc3cc(OC)ccc3c(=O)c2C)cc1 (stereo partly drawn)	105	113	120	105
47	CCN(C(=O)c1ccc2c3c(cccc13)C=C2)c1ccccc1	.	87	94	100
48	CCCCn1c(C)nc2ccc(Nc3nc(N4CCOCC4)nc4nc[nH]c34)cc21	94	28	96	72
49	Cc1c(CCNC=O)cc(C)c2c3c(oc12)CCCC3	55	63	99	.
50	N#Cc1ccc(C(=O)C[n+]2ccc3ccccc3c2)cc1	97	76	92	91

item	LOX IMVI	SK-MEL-5	A549/ATCC	CCRF-CEM
41	-89*	-98*	-29*	-29*
42	84	5.3*	90	88
43	100	100	105	88
44	93	97	92	97
45	-93*	-98*	-0.3*	11
46	.	101	103	104
47	108	94	80	104
48	65	64	77	49
49	98	.	103	108
50	98	100	99	98

# Remaining list, next part.
item	molecule	EKVX	HOP-92	M14	HOP-62
51	Cc1[nH][nH]c(=O)c1C(CC(=O)O)c1ccc(Cl)cc1 (stereo not drawn)	105	95	105	102
52	CCN1C/C(=C\c2ccc3c(c2)OCO3)c2nc3nc(SC)[nH]c(=O)c3c(-c3ccc4c(c3)OCO4)c2C1	93	112	111	127
53	O=C(Nc1ccccc1)c1cccnc1	.	74	42	92
54	O=Cc1ccc2ccccc2c1	116	87	105	101
55	O=C1CCC(N2C(=O)c3ccccc3C2=O)C(=O)N1 (stereo not drawn)	110&115	.	101&104	116&104
56	COc1ccc(N2CCN(S(=O)(=O)c3oc(-c4ccccc4)nc3C#N)CC2)cc1	118	101	47	106
57	CCCCNC(=O)Nc1ccc(Cl)cc1	102	98	104	100
58	CS(=O)(=O)Nc1ccc(C(=O)NC(C(=O)NO)c2ccc(-c3ccccc3)cc2)cc1 (stereo not drawn)	96	103	101	98
59	CCOC(=O)c1cnc2cc(Cl)c(F)cc2c1Nc1cccc(NS(C)(=O)=O)c1	91	68	113	96
60	CN(C)c1ccc(C2C(C#N)=C(N)Oc3ccc4ccccc4c32)cc1 (stereo not drawn)	69	.	99	66

item	LOX IMVI	SK-MEL-5	A549/ATCC	CCRF-CEM
51	101	103	105	97
52	96	86	.	91
53	114	103	91	71
54	98	.	107	106
55	94&103	81&94	102&111	132&86
56	4.6*	81	99	4.3*
57	98	99	90	83
58	96	96	107	97
59	91	98	112	103
60	73	95	101	84

# Later entries.
item	molecule	EKVX	HOP-92	M14	HOP-62
61	CC1(c2ccc(Cl)cc2)OC(=O)C(=Cc2ccc([N+](=O)[O-])s2)C(=O)O1 (stereo not drawn)	106	91	97	97
62	O=c1[nH]c2cc3c(cc2n2cccc12)oc1ccccc13	104	120	106	114
63	O=c1oc2ccc(-c3ccc(F)cc3F)cc2c(=O)n1-c1ccc(Cl)c(C(F)(F)F)c1	-4.4*!	-19*	21&22	-19*
64	COC(=O)[C@H](Cc1ccc(O)cc1)NC[C@@H](O)CN1C(=O)/C(=C\c2cc(OC)c(OC)c(OC)c2)c2ccccc21	102	94	100	94
65	C=CCN(CC=C)CCN1C(=O)c2c(c3c4ccccc4n4c3c3c2c2ccccc2n3C2CC(O)C(O)C4(C)O2)C1=O (stereo not drawn)	100	95	65	79
66	N#Cc1c(-c2ccc(F)cc2)cc(-c2c[nH]c3ccccc23)nc1-c1c[nH]c2ccccc12	93	93	97	101
67	N#C/C(=C\c1ccc(-c2cccc(C(F)(F)F)c2)o1)c1nc(-c2ccco2)cs1	43	87	98	105
68	C/C(CC(=O)NNc1ccc([N+](=O)[O-])cc1)=N\Nc1ccc([N+](=O)[O-])cc1	54	90	25	83
69	CC(=O)N(c1ccccc1)c1nc(N(C(C)=O)c2ccc(S(N)(=O)=O)cc2)nc(N(C(C)=O)N(C(C)=O)C(C)=O)n1	98	108	.	92

item	LOX IMVI	SK-MEL-5	A549/ATCC	CCRF-CEM
61	92	108	89	88
62	106	101	102	99
63	-39*!	-91*	7.3*!	-5.7*!
64	97	96	91	88
65	49	92	53	74
66	107	100	101	102
67	.	88	104	94
68	70	59	56	49
69	95	97	109	100

# Among those listed so far, nine contain an aryl methoxy group:
item	molecule	EKVX	HOP-92	M14	HOP-62
9	COc1ccc(/C=N/Nc2cc(=O)[nH]c3ccccc23)cc1	107	88	88	89
22	COc1ccc(/C=C2\Oc3cc(O)ccc3C2=O)cc1	93	102	87	100
24	COc1cc2nc(Cl)nc(Nc3cccc(C(=O)/C=C/c4ccc(F)cc4)c3)c2cc1OC	71	75	62	86
27	COc1ccc(-c2ccn(S(=O)(=O)c3ccc(OC)cc3)n2)cc1	.	39	74	101
38	COc1ccc(N2CCN(c3ncnc4sc5c(c34)CCN(C(=O)OC(C)(C)C)C5)CC2)cc1	94	88	104	97
39	COc1ccccc1/C=C/c1cccc(NC(=S)NCCCCN(C)C)c1	-92*	-61*	-74*	-51*
46	COc1ccc(CCNC(=O)C(O)[C@H](Cc2ccccc2)NC(=O)c2oc3cc(OC)ccc3c(=O)c2C)cc1 (stereo partly drawn)	105	113	120	105
56	COc1ccc(N2CCN(S(=O)(=O)c3oc(-c4ccccc4)nc3C#N)CC2)cc1	118	101	47	106
64	COC(=O)[C@H](Cc1ccc(O)cc1)NC[C@@H](O)CN1C(=O)/C(=C\c2cc(OC)c(OC)c(OC)c2)c2ccccc21	102	94	100	94

item	LOX IMVI	SK-MEL-5	A549/ATCC	CCRF-CEM
9	101	99	95	98
22	100	100	100	102
24	.	73	70	16
27	89	80	88	71
38	100	99	87	96
39	-98*	-97*	-52*	-39*
46	.	101	103	104
56	4.6*	81	99	4.3*
64	97	96	91	88
